Compound activity (PubChem)
TRHR agonist = agonists of human TRH receptor | P34981 | TRHR cells, calcium flux fluo-8, FDSS agonist mode | activation, % at 2 µM | 0.18% of 360,000 active | AID 493084; in the data active = activation above about 30%; also: 0% is about no effect
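TRHR-expressing cells loaded with fluo-8 calcium dye; 23 nL library compound pin-transferred, kinetic FDSS fluorescence (Ex 480/Em 530) recorded about 180 s for agonist-induced calcium release, before a 10 nM TRH EC20 addition for potentiator mode.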
IDH1 R132H inh = inhibitors of human mutant IDH1 R132H | Potency, µM (doses to about 76.6 µM), without a hit: at the highest dose activity change, negative = inhibition, actives largely listed as inhibitors | AID 602179 | 0.093% of 390,000 active | IDH1-R132H enzyme, NADPH consumption, diaphorase/resazurin fluorescence; also: potency is read from the fitted curve at half-maximal effect; % is scaled to controls: 0 for no effect and ±100 for the full control effect; nearly all actives have a fitted effect of over 65% in size
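IDH1-R132H (0.5 ug/mL dispensed) in pH 7.5 Tris buffer was preincubated 30 min with compound, then given a substrate mix of 0.016 mM NADPH and 2 mM alpha-KG for 80 min at room temperature; remaining NADPH was read by diaphorase/resazurin fluorescence.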
TrxR1 substrate = substrates of rat thioredoxin reductase 1 | purified TrxR1 substrate turnover, NADPH consumption readout | Potency, µM (top dose mostly 114 µM), for inactives: at the top dose activity change, negative = substrate turnover | 0.01% of 390,000 active; also: potency is read from the fitted curve at half-maximal effect; % is scaled to controls: 0 for no effect and ±100 for the full control effect; nearly all actives have a fitted effect of over 50% in size
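Rat TrxR1, dispensed at 90 nM, was prereduced with 400 uM NADPH (final) for 5 min at ~22 deg C, then incubated with compound 15 min before 400 uM selenite. A first-read NADPH fluorescence drop versus no-compound background flagged substrates.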
rTrxR1 inhibitor = blocks rat thioredoxin reductase 1 | Potency, µM (doses to about 114 µM), without a hit: at the top dose activity change, negative = inhibition, usual class: inhibitors | O89049 | AID 588453 | recombinant rTrxR1, NADPH fluorescence consumption, selenite substrate | 1% of 390,000 active; also: potency is read from the fitted curve at half-maximal effect; % is scaled to controls: 0 for no effect and ±100 for the full control effect; nearly all actives have a fitted effect of over 65% in size
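Rat TrxR1 (90 nM in the dispensed reagent) was pre-reduced with 400 uM NADPH for 5 min at room temperature, then incubated with compound for 15 min. After 400 uM selenite was added, NADPH fluorescence (Ex 340/Em 450 nm) was followed for 8 min.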
PI4K2A inh = inhibitors of human PI4K2A; Q9BTU6; purified PI4K2A, ADP-Glo luminescence, 1 h; active compounds read low; activity change, negative = inhibition, % at 76.9 µM; 0.13% of 420,000 active; in the data active = activity change below about -50%; inconclusive = mostly about -30% to -49%;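 also: -100% = wells without enzyme as full effect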
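PI4K2A activity was measured by ADP-Glo luminescence: enzyme (4 ug/mL stock) and phosphatidylinositol (1.2 mM stock) in Tris pH 7.5/MgCl2/EGTA/Triton X-100 buffer were reacted with ATP (300 microM stock) for one hour at ambient temperature.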
D2 ag = agonists of human D2 dopamine receptor. HEK293 T-REx D2 cells, calcium flux agonist mode. activation, % at 2 µM. P14416. 0.53% of 340,000 active;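 active = activation over 3 SD above normal in the single-dose calcium agonist read, cut at about 30% in these data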; also: 0% is about no effect
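Agonism scored from kinetic calcium signal (1 read/sec, 180 s) following compound pin transfer, after a 10 s baseline. Cells: HEK293 Trex line expressing inducible D2 receptor coupled to calcium, dye-loaded after overnight culture at 30 C.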
USP1-UAF1 inh = blocks the human USP1/UAF1 deubiquitinase complex | Potency, µM (titrated, usually from 57.1 µM), for inactives: top-dose activity change, negative = inhibition, most hits filed as inhibitors | 0.23% of 390,000 active | AID 743255 | O94782 | recombinant USP1/UAF1, Ub-Rhodamine cleavage fluorescence; also: potency is read from the fitted curve at half-maximal effect; % is scaled to controls: 0 for no effect and ±100 for the full control effect; nearly all actives have a fitted effect of over 60% in size; inactives centre near -12
Target sequence (O94782 whole entry, looked up): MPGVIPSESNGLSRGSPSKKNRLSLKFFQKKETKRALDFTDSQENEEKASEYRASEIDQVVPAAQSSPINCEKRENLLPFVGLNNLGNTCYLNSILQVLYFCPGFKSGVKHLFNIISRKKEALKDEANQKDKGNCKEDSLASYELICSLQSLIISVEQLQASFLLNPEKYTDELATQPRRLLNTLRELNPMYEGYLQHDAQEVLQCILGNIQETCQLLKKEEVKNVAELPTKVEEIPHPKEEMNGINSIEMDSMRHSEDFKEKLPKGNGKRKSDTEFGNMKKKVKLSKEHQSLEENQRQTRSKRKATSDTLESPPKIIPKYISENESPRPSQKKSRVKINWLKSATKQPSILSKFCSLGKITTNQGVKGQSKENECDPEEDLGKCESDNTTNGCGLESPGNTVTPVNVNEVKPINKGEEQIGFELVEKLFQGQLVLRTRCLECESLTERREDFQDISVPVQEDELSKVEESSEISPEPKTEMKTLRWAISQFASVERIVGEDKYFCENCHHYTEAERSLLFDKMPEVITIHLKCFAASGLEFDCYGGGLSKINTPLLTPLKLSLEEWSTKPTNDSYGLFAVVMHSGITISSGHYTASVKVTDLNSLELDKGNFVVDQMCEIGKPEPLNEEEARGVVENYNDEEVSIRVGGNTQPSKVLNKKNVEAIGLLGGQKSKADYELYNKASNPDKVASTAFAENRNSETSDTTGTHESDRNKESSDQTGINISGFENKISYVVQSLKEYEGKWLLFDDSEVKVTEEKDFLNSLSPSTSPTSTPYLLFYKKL
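USP1/UAF1 complex at 1 nM was preincubated with compound for 15 min at room temperature, then Ub-Rho substrate (150nM final) was added. Fluorescence (480/540 nm) was read kinetically, 6 reads every 60 seconds.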
TRHR PAM = allosteric enhancers of human TRH receptor; AID 493056; TRHR cells, fluo-8 calcium fluorescence, EC20 TRH enhancement; 0.66% of 360,000 active; enhancement, % at 2 µM; P34981; in the data active = enhancement above about 30%; also: 0% is about no effect
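TRHR-expressing cells loaded with fluo-8 calcium dye were read kinetically (ex 480/em 530) during compound addition, then stimulated with an EC20 of TRH (10 nM final). Enhancement of the Gq-mediated intracellular calcium response was scored.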
D2 antag = antagonizes the human D2 dopamine receptor; inhibition, % at 10 µM; HEK293 TREx D2 cells, calcium flux, dopamine EC80; P14416; 2% of 340,000 active; in the data active = inhibition above about 30%; also: 0% is about no effect
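Dopamine at EC80 is the agonist stimulus; test compounds precede it by 180 s. Calcium flux read kinetically in a force-coupled, inducible HEK293 T-REx D2 cell line.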
* = called active by the depositor; ? = inconclusive; . = no result given; & = joins results of further samples; [ ] = dose if it differs, or a comment. Unless noted, calls follow the shape of the dose curve; as a rule, active = well fitted inhibition curve with a large enough effect; inconclusive = small, poorly fitted or top-dose-only effect; inactive = no such curve, though single readings can be large or run the other way. Random draw from the library, and some 3.9% of all compounds hit somewhere here.

SMILES	TRHR agonist	IDH1 R132H inh	TrxR1 substrate	rTrxR1 inhibitor	PI4K2A inh	D2 ag	USP1-UAF1 inh	TRHR PAM	D2 antag
COc1ccc(-c2nnc(OC)c3ccccc23)cc1	-0.7	-2%	0%	1%	-1	-0.8	-5%	1	-2
CCn1cc(C(=O)N2CCCC2)c(=O)c2cc(S(=O)(=O)N(C)C)ccc21	0.5	-11%	-1%[57.1 µM]	-3%[57.1 µM]	-7	0.8	2%	14	-1
COc1ccc(S(=O)(=O)N2CCC(N3CCN(c4ccccc4)CC3)CC2)cc1	1.1	.	.	.	.	74*	.	0	61*
O=c1oc(-c2ccc(O)c(O)c2)cc2cccc(O)c12	.	-3%	9%	10%	-4	.	-19%	.	.
CC1CCN(CCCNC(=O)C2CCCN(c3ncnc4c3nc3n4CCCCC3)C2)CC1 (centres undefined)	-0.4	10%	4%	12%	-1	0.5	-15%	-1	-4
COc1cccc(NC(=O)COC(=O)c2ccccc2C(=O)N2CCN(c3ccccc3)CC2)c1	0.8	4%	6%[57.1 µM]	16%	-2	1.4	-10%	-2	7
O=C(CN(Cc1ccccc1)C(=O)CNS(=O)(=O)c1ccccc1)NCC1CCCO1 (centres undefined)	-1.3	-7%	-4%[57.1 µM]	0%[57.1 µM]	3	-2.3	-10%	1	6
COc1ccc(CCC(=O)Nc2ccccc2C(F)(F)F)cc1	0.0	1%	-3%	11%	-3	-0.2	-3%	2	12
O=[N+]([O-])c1cccnc1Oc1ccc(F)cc1F	-1.3	4%	9%[57.1 µM]	6%[57.1 µM]	0	-0.4	8%	5	-11
Cc1ncc(CN2CCCCC2C(=O)Nc2ccc(Oc3ccccc3)nc2)cn1 (centres undefined)	0.2	-6%	-4%	-19%	2	0.3	4%	-2	2
Cc1[nH]c2ccccc2c1/C=N/NC(=O)c1cc(-c2ccncc2)nc2ccccc12	0.0	-6%	-5%	7%	0	0.4	-26%	-8	2
COC(=O)C(=C/C(C)=C/c1cccs1)C(=O)OC	-0.7	22%	5%[11.4 µM]	-57%	10	1.1	-12%	-2	-13
CC(=O)c1nnn(-c2ccc([N+](=O)[O-])cc2C)c1C	4.6	0%	-2%	20%[57.1 µM]	-2	0.2	-5%	1	13
COc1ccc(-c2noc(CCC(=O)Nc3cccnc3)n2)cc1OC	0.2	11%	-5%[57.1 µM]	18%[57.1 µM]	0	0.2	-19%	5	-5
O=C(NCc1nnnn1-c1ccc(F)c(F)c1)C(=O)c1c[nH]c2ccccc12	-0.1	0%	-14%	-11%	7	0.5	-21%	-2	5
Nc1nnnn1/N=C/c1cccc(O)c1	-0.8	-4%	-5%	-1%	-4	-1.7	8%	-5	8
CC1(C)C=C(c2ccc(C=O)s2)CC(C)(C)N1C=O	-0.2	9%	0%	-20%	1	-0.3	-1%	-2	19
CCCc1nn(C)c2c(=O)[nH]c(-c3cc(S(=O)(=O)N(CCO)CCO)ccc3OCC)nc12	-1.1	14%	6%	19%	2	0.0	-15%	17	-14
COc1ccc(NC(=O)C2=C(C)Nc3nc(SC)nn3C2c2cc(OC)ccc2OC)cc1 (centres undefined)	-0.1	5%	4%[57.1 µM]	8%[57.1 µM]	-1	-0.1	-23%	-5	.
COc1ccc(NC(=O)CN(C)C(=O)CNC(=O)c2ccc3c(c2)OCO3)cc1	-0.1	4%	7%	18%	1	0.1	-18%	-3	10
CCCc1cc(=O)[nH]c(SCCc2ccccc2)n1	0.0	7%	0%	7%	-2	-0.8	-6%	-4	0
Cn1c(-c2c(N)n(C3CCCC3)c3nc4ccccc4nc23)nc2ccccc21	16	4%	3%	-10%	1	16	-26%	17	16
O=C(CC12CC3CC(CC(C3)C1)C2)NCO	0.2	2%	-2%[57.1 µM]	-12%[57.1 µM]	-4	0.1	8%	6	-11
O=C(CCC(=O)N1CCc2ccccc2C1)NCCc1ccc(Cl)cc1	-0.3	-6%	-2%	4%	2	0.1	3%	-15	5
Cc1ccc(C)c(NC(=O)c2ccc(S(=O)(=O)C(F)F)cc2)c1	-0.1	23%	1%[57.1 µM]	-4%[57.1 µM]	1	1.2	-8%	5	4

(cont.)
SMILES	TRHR agonist	IDH1 R132H inh	TrxR1 substrate	rTrxR1 inhibitor	PI4K2A inh	D2 ag	USP1-UAF1 inh	TRHR PAM	D2 antag
Cc1ccc(Cl)cc1NC(=O)Cn1c(=O)c(CNc2ccccc2)cc2cc3c(cc21)OCCO3	2.2	5%	3%	?	-8	0.2	?	8	.
CCN(CC)CCNC(=O)c1cc2c(=O)n(C)c3ccccc3c2s1	-0.4	-2%	84%[activator]	-8%	3	-1.8	-22%	6	-34
NC(N)=NS(=O)(=O)c1ccc(NC(=S)Nc2ccc(F)cc2)cc1	0.7	-3%	-5%	?	3	-1.0	-8%	6	-6
Cc1ccc(NC(=O)Cn2cnc3c(OCc4ccccc4)ncnc32)cc1C	.	-1%	6%	33%	3	.	-12%	.	.
COc1ccc(/C(N)=N/OC(=O)Oc2ccccc2)cc1	0.0	0%	7%	9%	-2	0.0	-9%	-1	-3
C=CCCN(C(CC(C)C)C(=O)OC)S(=O)(=O)c1ccccc1Br (centres undefined)	-0.2	-2%[38.3 µM]	-9%&-9%	2%&-2%	-1	0.8	-12%	-2	-25
O=C(CCn1nnnc1CN1CCOCC1)N1CCC(c2cccc(Cl)c2)C1 (centres undefined)	0.3	-1%	3%	-21%	1	-0.7	-5%	-3	6
CCON1C(=O)CN(C(=O)OC)C1c1ccc(Cl)cc1Cl (centres undefined)	0.2	3%	5%	12%	4	0.0	-6%	2	-16
OC[C@H]1OC(O)C[C@@H](O)[C@@H]1O (some centres undefined)	0.3	12%	3%	5%	1	0.1	-21%	-5	-16
CC1(C)C(=O)Nc2ccccc2N1C(=O)COc1ncnc2ccccc12	-0.3	3%	-6%	-16%	-2	0.1	-15%	-6	-13
Cc1ccc(-c2cc(C(=O)NCCCn3ccnc3)c3cc(Br)ccc3n2)o1	0.0	6%	27%[57.1 µM]	14µM*	-28	0.6	0%	7	-16
O=C(NCCCNC(=O)c1ccco1)c1cccc(F)c1	-1.1	-6%	-1%	3%	-1	-1.4	-21%	0	-18
O=C(Cn1cnc2c(nnn2-c2ccc(F)cc2)c1=O)N1CCCc2ccccc21	-0.5	3%	9%	33%	2	1.4	-18%	-7	-3
CCN(CC)CCNC(=O)c1cc2ccccc2nc1Cl	0.1	7%	3%	6%	-3	0.3	-20%	-8	2
C(=N\N1CCN(C2c3ccccc3-c3ccccc32)CC1)/c1cccnc1	-0.2	3%	-9%	12%[57.1 µM]	-1	0.7	-6%	-8	2
O=C(COc1c(F)c(F)cc(F)c1F)NNC(=O)CC1CCS(=O)(=O)C1 (centres undefined)	.	-5%	9%[57.1 µM]	10%[57.1 µM]	4	.	-4%	.	.
O=C(O)c1ccc(S(=O)(=O)N(Cc2ccc(F)cc2)C2CCCCC2)cc1	-0.5	-14%	-9%	-19%	-1	-1.5	6%	38*	4
CCc1ccc(NC(=O)c2cccc(C(=O)Nc3ccc(CC)cc3)n2)cc1	0.8	2%	-10%	-4%	1	-0.3	-7%	-2	-6
COc1ccc(-c2csc(NC(=O)c3ccccc3F)n2)cc1	0.1	-1%	0%	14%	4	-0.2	-21%	11	6
COCCn1c(CN2CCC(Cc3ccccc3)CC2)nc2c1c(=O)n(C)c(=O)n2C	-0.2	2%	14%[57.1 µM]	37%[activator][57.1 µM]	0	0.8	-9%	6	16
Cc1cc(C)c(NC(=O)c2cc(C)nc3c2c(C)nn3-c2cccc(F)c2)c(C)c1	0.4	-12%	81%[activator]	32%	0	.	-8%	-5	.
COc1ccc(NC(=O)CN(C)C(=O)c2ccc(OCc3ccccc3)c(OC)c2)cc1	0.1	-1%	-3%	5%	3	-0.3	-22%	0	-12
CCO[C@@H]1OC(C(=O)N2CCN(Cc3ccc4c(c3)OCO4)CC2)=C[C@H](c2coc3ccccc3c2=O)[C@H]1CCCO	-0.5	-9%	-1%	12%	0	0.1	-29%	5	22
Cc1ccc(-n2[nH]c(C)c(/C=N/c3cccc(C)n3)c2=O)cc1	-0.9	-1%	-8%	0%	-13	-0.5	-22%	-3	4
Cc1nn(-c2ccccc2)c(C)c1Cc1ccc(O)cc1	0.0	1%	6%	26%	-4	0.7	-26%	-1	8
CCOc1ccccc1C1N=C(c2ccc(OC)cc2)CC(c2ccccc2O)N1 (centres undefined)	0.7	-4%	8%[57.1 µM]	-12%	0	-0.2	-19%	-2	0
Cc1[nH]n2c(=O)cc(-c3ccccc3Cl)nc2c1-c1ccccc1	-2.9	-7%	16%[11.4 µM]	19%	0	0.3	-22%	5	.
Cc1cc(C)cc(C(=O)NCCC(=O)N2CCC3(CC2)NCCc2[nH]cnc23)c1	-0.1	8%	8%	1%	-8	-1.0	-11%	-7	-8
COc1ccc(/C=N\NS(=O)(=O)c2ccc(Br)cc2)cc1COc1ccccc1[N+](=O)[O-]	0.2	2%	-6%	-13%	9	0.1	-13%	-3	-5
Cc1ccc(N2CC(NC(=O)C(=O)c3c(C)[nH]c4ccccc34)CC2=O)cc1C (centres undefined)	0.8	6%	-10%	-9%	-3	-0.4	-18%	-7	9

Profiles as entered above.
`CCON1C(=O)CN(C(=O)OC)C1c1ccc(Cl)cc1Cl` (centres undefined) reads TRHR agonist = 0.2; IDH1 R132H inh = 3%; TrxR1 substrate = 5%; rTrxR1 inhibitor = 12%; PI4K2A inh = 4; D2 ag = 0.0; USP1-UAF1 inh = -6%; TRHR PAM = 2; D2 antag = -16
`CC1(C)C(=O)Nc2ccccc2N1C(=O)COc1ncnc2ccccc12` reads TRHR agonist = -0.3; IDH1 R132H inh = 3%; TrxR1 substrate = -6%; rTrxR1 inhibitor = -16%; PI4K2A inh = -2; D2 ag = 0.1; USP1-UAF1 inh = -15%; TRHR PAM = -6; D2 antag = -13
